OXTR potentiator: human OXTR potentiation; P30559; CHO-OTR cells, Fluo-8 calcium fluorescence, potentiator mode; 0% = oxytocin EC15, 100% = EC100; activation, % at 3 µM; 320,000 tested, 0.061% active; AID 2445;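 active = activation above that plate's cutoff, the mean activation of tested compounds plus 3 SD, cut at about 6.6% in these data, passing the limit was not always enough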;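 note: 100% uses oxytocin at 75 nM as the full agonist control; some results filed as inactive read as strong as hits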
Target sequence (P30559 whole entry, looked up): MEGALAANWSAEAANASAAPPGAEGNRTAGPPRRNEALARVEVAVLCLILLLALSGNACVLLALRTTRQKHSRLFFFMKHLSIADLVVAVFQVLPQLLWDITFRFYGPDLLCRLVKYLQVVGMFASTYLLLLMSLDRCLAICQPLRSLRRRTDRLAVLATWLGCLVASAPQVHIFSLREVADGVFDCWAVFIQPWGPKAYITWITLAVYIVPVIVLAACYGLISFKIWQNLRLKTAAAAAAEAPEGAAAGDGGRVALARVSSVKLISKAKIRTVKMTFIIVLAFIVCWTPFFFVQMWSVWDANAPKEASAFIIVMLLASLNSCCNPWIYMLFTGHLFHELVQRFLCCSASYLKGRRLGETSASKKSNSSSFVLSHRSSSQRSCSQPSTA
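assay system = CHO-OTR cells, human receptor | schedule = compound 6 min at room temperature before oxytocin, 100 s read | detection = Fluo-8 intracellular calcium fluorescence, ex 470-495, em 515-575 nm | evaluation = normalized max/min fluorescence ratio, % activation | control set = EC15 oxytocin alone as 0%, 75 nM oxytocin (EC100) as 100%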
TAAR1 antag: antagonists of human TAAR1; Q96RJ0; CHO RD-HGA16 TAAR1, Fluo-8 calcium fluorescence, antagonist; inhibition, % at 3 µM; 360,000 tested, 1.5% active; AID 624466;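 active = inhibition above a per-plate cutoff, the mean inhibition of test compounds on that plate plus 3 SD, cut at about 49% in these data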;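 note: 0% = DMSO plus EC80 beta-PEA response and 100% = DMSO alone without agonist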
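Test system: hTAAR1-expressing CHO RD-HGA16 cells, Gα16-coupled; Probe or stimulus: EC80 β-phenethylamine stimulus; Compound dosing: single nominal final test compound concentration of 3 µM; Timing: 140 s kinetic read after compound, 140 s after agonist; Signal: Fluo-8 calcium-sensitive fluorescence; Measure: % inhibition of agonist calcium response; Controls: DMSO and EC80 PEA controls.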
M1 ag: activates human CHRM1 receptor; activation, % at 3 µM; AID 588814; 360,000 tested, 0.33% active; P11229; CHO-K1 hM1, Fluo-8 calcium fluorescence, agonist mode; 0% DMSO, 100% acetylcholine EC100;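 active = activation above the run's mean compound activation plus 3 SD, cut at about 16% in these data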;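 note: peak over basal fluorescence ratio within a 140 s kinetic read after compound addition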
Target sequence (P11229 whole entry, looked up): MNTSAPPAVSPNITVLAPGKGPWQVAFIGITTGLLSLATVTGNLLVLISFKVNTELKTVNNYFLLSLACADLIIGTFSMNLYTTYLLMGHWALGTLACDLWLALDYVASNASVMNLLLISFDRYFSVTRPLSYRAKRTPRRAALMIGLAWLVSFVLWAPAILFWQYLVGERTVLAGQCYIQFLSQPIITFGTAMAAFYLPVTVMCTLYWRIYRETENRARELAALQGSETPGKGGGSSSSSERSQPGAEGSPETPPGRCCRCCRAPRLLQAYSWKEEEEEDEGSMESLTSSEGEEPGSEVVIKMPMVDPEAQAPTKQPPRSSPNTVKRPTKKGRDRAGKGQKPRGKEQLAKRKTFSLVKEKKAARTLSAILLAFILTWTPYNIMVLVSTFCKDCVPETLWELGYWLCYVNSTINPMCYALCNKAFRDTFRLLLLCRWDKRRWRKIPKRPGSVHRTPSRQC
M1 ag parental: nonselective activator or artifact in parental CHO-K1 cells. 360,000 tested, 0.48% active. Fluo-8 calcium fluorescence; scaled to maximal ATP response, vehicle zero. activation, % at 3 µM; in the data active = activation above about 15%;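 note: untransfected CHO-K1 host cells lacking M1 receptor as counterscreen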
M1 PAM parental: M1 PAM counterscreen hit in parental CHO-K1 cells | ATP EC20, Fluo-8 calcium fluorescence; 0% at ATP EC20, 100% at ATP max | activation, % at 3 µM | 360,000 tested, 0.02% active | AID 602247;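 active = activation above the run cutoff, the mean activation of all test compounds plus 3 SD, cut at about 40% in these data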;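 note: peak over basal fluorescence ratio in a 140 s read after ATP addition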
CHO parental Ca: counter-screen for OX1R antagonists: effect in parental CHO cells | inhibition, % at 5.6 µM | parental CHO-K1, ATP-induced calcium, Fluo-8 fluorescence | AID 463079 | 330,000 tested, 0.63% active;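 active = inhibition above that plate's mean sample inhibition plus 3 SD, cut at about 26% in these data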;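 note: 0% = ATP-challenged DMSO wells and 100% = DMSO wells without ATP; some compounds past the cut are filed as inactive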
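Measured by: calcium-sensitive Fluo-8 fluorescence / Test system: CHO parental line / Controls: ATP-challenged DMSO wells low, unchallenged DMSO wells high / Measure: % inhibition / Compound: single nominal dose of 5.6 µM per compound / Replicates: single well per compound, no replicates / Reagent: ATP as calcium-mobilizing challenge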
CHO-K1 Ca antag: nonselective inhibitor or artifact in parental CHO-K1 cells. ATP-induced calcium, Fluo-8 fluorescence. inhibition, % at 3 µM. 360,000 tested, 0.6% active;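 active = inhibition above a per-plate cutoff, the plate's mean sample inhibition plus 3 SD, cut at about 24% in these data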;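 note: 0% = DMSO plus EC80 ATP and 100% = DMSO alone without ATP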
V1aR counter: activates human V1a receptor in oxytocin agonist counter-screen | P37288 | CHO-V1R cells, Fluo-8 calcium fluorescence, agonist mode; 0% DMSO, 100% 3 nM vasopressin | activation, % at 3 µM | 320,000 tested, 0.25% active;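 active = activation above the mean activation of all tested compounds plus 3 SD, per screening run, cut at about 20% in these data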;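 note: signal is peak over basal fluorescence ratio across a 100 second FLIPR read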
TAAR1 agonist: agonists of human TAAR1. activation, % at 3 µM. AID 624467. CHO RD-HGA16 TAAR1, Fluo-8 calcium fluorescence; vehicle wells 0%, saturating PEA agonist 100%. 360,000 tested, 0.99% active;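 active = activation above the mean activation of all test compounds in the run plus 3 SD, cut at about 38% in these data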
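test system = CHO RD-HGA16 cells carrying human TAAR1 plus Gα16 | schedule = 17-24 h seeding, 75 min 37 °C dye, 30 min RT | compound dosing = 3 µM single concentration | control set = DMSO and PEA EC100 | replicates = n 1 | signal = Fluo-8 fluorescence, 5 s baseline then 140 s kinetic read | measure = percent activation vs PEA EC100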
* = called active by the depositor; nt = no result given; & = joins results of further samples.

SMILES | OXTR potentiator | TAAR1 antag | M1 ag | M1 ag parental | M1 PAM parental | CHO parental Ca | CHO-K1 Ca antag | V1aR counter | TAAR1 agonist
O=C(N/N=C/c1ccc(OC(=O)c2cccs2)cc1)c1cccc(F)c1 | -5.1 | nt | -3.0 | 1.0 | 2.1 | -4.1 | -9.3 | -0.4 | nt
C/C(=N/NC(=O)c1sc(NS(=O)(=O)c2ccccc2)nc1C)c1ccccc1 | -7.8 | 5.5 | -6.2 | 0.5 | 16.3 | -7.6 | -13.3 | -0.6 | -0.4
Cc1ccc2nc(-c3ccc(NC(=O)CN4CCN(c5ccccn5)CC4)cc3)sc2c1 | -0.9 | 4.6 | 1.1 | 0.0 | 10.3 | -23.6 | -9.7 | 0.3 | 1.6
CCC(=O)N/N=C/c1ccc(OS(=O)(=O)c2ccccc2)cc1 | -6.4 | 7.7 | -6.8 | 0.4 | 21.8 | -0.9 | -1.6 | 0.5 | 2.1
CCC(C)Nc1nc2ccccc2n2c(C)nnc12 (configuration not stated) | -10.5 | -7.3 | -2.6 | 0.4 | 14.2 | -29.4 | -9.2 | -0.7 | -1.2
CCn1c(CNC(=O)c2ccco2)nnc1SCC(=O)c1ccc(OC)cc1 | -5.0 | -21.7 | -3.6 | -0.2 | -12.9 | 0.4 | 17.3 | 0.2 | 4.3
C[C@@H]1CN([C@H](C)CO)C(=O)CCCn2nncc2CO[C@H]1CN(C)C(=O)Nc1ccc2c(c1)OCO2 | nt | -24.2 | -2.7 | -0.1 | -4.7 | nt | 5.4 | nt | 0.2
CCn1c(C)nc2cc(C(=O)NNS(=O)(=O)c3ccc(C)cc3C)ccc21 | -0.3 | 24.5 | -4.7 | 0.8 | 10.1 | -2.1 | -19.5 | -0.6 | 5.3
CCc1ccc2c(c1)NC(=O)C2(C)Cc1ccc(F)cc1 (configuration not stated) | nt | -8.8 | -1.6 | 1.9 | 35.6 | nt | -12.6 | nt | 2.9
Cc1cccc(C(O)(C(=O)NNc2ccc3ccccc3n2)c2cccc(C)c2)c1 | -0.7 | -4.5 | -5.5 | -0.5 | -12.8 | -19.2 | 13.0 | -1.3 | -1.9
O=C(Oc1ccc(F)cc1)N1CCOCC1 | -6.9 | -15.2 | -2.3 | 0.8 | 15.4 | -15.5 | -4.3 | 0.0 | 4.4
Cc1ccc(N2C(=O)C3C(C2=O)N2CCCN2C3c2ccccc2)cc1C (configuration not stated) | -0.6 | 3.8 | -5.1 | -0.4 | -12.5 | -7.1 | 16.6 | -0.4 | -0.3
NC1=NC[C@H](c2ccccc2)N1CCc1cc(C(F)(F)F)cc(C(F)(F)F)c1 | -1.8 | -8.3 | -11.3 | 0.0 | 14.9 | -5.7 | -12.9 | -0.5 | 8.2
COc1ccccc1N1CCN(Cc2nc3ccccc3[nH]2)CC1 | -2.7 | 29.3 | -8.2 | 1.4 | 23.0 | -23.2 | -7.4 | 0.3 | 4.0
CCc1c(C)c2ccc(O)c(CN(C)C)c2oc1=O | -3.2 | -4.0 | -6.9 | 0.2 | 1.4 | -3.4 | -0.1 | -0.6 | 6.7
CC1(C)CC(=O)C(=Cc2cn(CCC#N)nc2-c2ccc(Cl)cc2)C(=O)C1 | -9.6 | 12.7 | -6.5 | 0.7 | 25.9 | -4.9 | -9.6 | 0.2 | 24.6
CCCN1CCN(C2CCCCC2NS(=O)(=O)c2ccc(Cl)cc2)CC1 (configuration not stated) | 2.8 | nt | -5.5 | 0.7 | -0.4 | -8.3 | -7.3 | 1.0 | nt
Cc1cc(C)c(S(=O)(=O)N2CCOCC2)cc1C | -9.5 | -2.0 | -8.4 | 9.5 | 2.5 | 0.2 | 7.5 | -0.6 | 13.1
Cc1cccn2c(=O)c3cc(C#N)c(=NC(=O)c4ccccc4)n(Cc4ccco4)c3nc12 | -3.9 | 0.6 | -5.4&-3.9 | 0.3&0.2 | 10.2&5.6 | -10.2 | -4.5&4.0 | -0.7 | 0.1
COc1ccccc1N1CCN(CC(=O)NCc2ccc(Cl)cc2)CC1 | -7.7 | -19.9 | -5.3 | 2.0 | 16.5 | -14.0 | -8.1 | 1.8 | 6.1
CCOc1ccccc1NC(=O)c1ccc(F)c(S(=O)(=O)N2CCC3(CC2)OCCO3)c1 | -4.9 | 19.9 | -3.5 | 1.3 | 13.9 | -9.7 | -1.1 | 1.0 | 10.1
COc1cc2[nH]c(=S)n(CCN3CCCCC3C)c(=O)c2cc1OC (configuration not stated) | -0.8 | 16.5 | -4.7 | -0.5 | 13.7 | -0.6 | -6.2 | -0.4 | 3.3
O=C(NCc1ccccc1CN1CCCC1)c1ccc(Cl)c(S(=O)(=O)N2CCCC2)c1 | nt | -16.5 | -7.8 | 0.5 | 12.1 | nt | 4.3 | nt | 0.4
NC(=O)c1cc2cc(Br)ccc2o/c1=N/NC(=O)c1cccc(F)c1 | nt | 26.8 | -3.2 | 1.1 | -5.6 | nt | -8.5 | nt | 5.8
CCOC(=O)c1ccccc1-n1c(C)cc(C2N=C(N)Nc3nc4ccccc4n32)c1C (configuration not stated) | 1.3 | -19.5 | -15.0 | 0.5 | 3.6 | -18.3 | -14.4 | -1.2 | 21.7
CCOC(=O)c1sc(=NC(=O)CCSc2ccccc2)n(C)c1C | -10.1 | -12.6 | -4.6 | 0.5 | -2.1 | -18.5 | -17.6 | -0.9 | -1.1
COc1ccccc1Cn1c(C)c(C(=O)NCc2ccco2)sc1=O | nt | -4.6 | -9.9 | 0.1 | 17.7 | nt | -1.5 | nt | 1.8
Cc1ccc(S(=O)(=O)N2CCN(Cc3ccco3)CC2)c(C)c1 | -9.3 | -33.7 | 1.3 | -0.2 | -12.9 | -10.1 | 12.8 | -0.2 | 2.3
Cn1c(Sc2nc3ccccc3n2C)nc2ccccc21 | 3.1 | -4.1 | -2.4 | 0.5 | 15.9 | -11.3 | -2.3 | 0.0 | 8.6
CSc1nsc(SCC(=O)Nc2ccccn2)n1 | -3.6 | 9.6 | -1.5 | 0.2 | -3.4 | 13.5 | 5.5 | 0.5 | 4.8
CC(C)N(C(=O)CN1C(=O)NC(c2ccccc2)(c2ccccc2)C1=O)C(C)C | 0.6 | -13.0 | -3.2 | 0.4 | 15.7 | -10.7 | -13.2 | 0.3 | 0.5
CCOP(=O)(OCC)C(Nc1cccc(C)c1)c1ccc(F)cc1 (configuration not stated) | -5.3 | -6.1 | -7.7 | 0.2 | 14.4 | -22.4 | -1.5 | -0.5 | 4.9
CN(C)c1ccc(NC(=O)CSc2nc(C3CC3)nc3ccccc23)cc1 | -9.9 | 12.2 | -2.9 | 0.3 | 1.5 | -2.8 | -8.7 | 1.0 | 0.5
O=C(NCC1CC1)c1onc(CSc2ccc(F)cc2)c1C(=O)NCC1CC1 | -3.8 | 12.7 | -7.9 | 1.1 | 19.6 | -13.3 | -12.4 | -0.1 | 7.2
O=S(=O)(NCC1(N2CCOCC2)CCCCC1)c1ccccc1Cl | -2.0 | -9.4 | -0.7 | 0.3 | -20.8 | -10.7 | 8.8 | -0.6 | -1.4
CCOC(=O)c1nn(-c2ccc(Cl)cc2)c(=O)c(C#N)c1C | -2.0 | 0.9 | -2.0 | -0.3 | -22.8 | 11.1 | 11.9 | -0.7 | 2.1
Cc1ccc(NC(=O)C2C3CCC(O3)C2C(=O)O)cc1Cl (configuration not stated) | 1.4 | -7.2 | -2.0 | 0.5 | 7.0 | -0.1 | -4.0 | 0.5 | 7.8
Cc1ccc(OCCCC(=O)Nc2nncs2)cc1 | 2.5 | 13.1 | 1.3 | 0.2 | -10.3 | -11.5 | 15.7 | -0.6 | -2.2
O=C(NCc1cccnc1)c1cc(C2CCCCN2C(=O)CCc2ccccc2)on1 (configuration not stated) | nt | -16.6 | -6.7 | 1.1 | 6.6 | nt | -8.4 | nt | 1.5
S=c1[nH]nc(-c2ccccn2)n1/N=C/c1ccc(Br)s1 | -5.5 | 1.4 | -7.8 | -0.3 | 10.8 | -6.4 | -5.3 | 0.0 | 0.0
COCCNC(=O)c1cn(CCOC)c(=O)c2c1c1ccccc1n2C | -20.2 | -5.4 | -4.3 | 0.9 | -7.3 | -8.6 | -7.9 | 1.2 | 6.7
CCOC(=O)C1CCN(c2nc3ccccc3nc2C(C#N)C(=O)OCCOC)CC1 (configuration not stated) | -9.5 | 20.3 | -2.5 | 0.9 | 2.0 | -6.0 | 2.7 | 2.4 | 10.8
Cc1cccc(CS(=O)(=O)c2ncc(Cl)c(C(=O)NCc3ccc4c(c3)OCO4)n2)c1 | -12.9 | 7.3 | -7.9 | 3.0 | 11.8 | -2.2 | -0.8 | 2.1 | 0.4
COC(=O)c1sc(SC)c(S(=O)(=O)C(C)C)c1N/N=C(\C#N)C(=O)c1ccccc1 | -5.4 | 0.5 | 1.2 | 4.9 | -1.2 | -23.2 | -1.5 | 1.1 | 7.3
COc1cc(/C=C/c2ccc(/C=C/c3cc(OC)c(OC)c(OC)c3)cc2)cc(OC)c1OC | nt | -13.5 | -2.1 | 0.4 | 7.0 | nt | -13.7 | nt | -0.6
CCOC(=O)c1[nH]cnc1C(=O)N1CCC(C)CC1 | 4.2 | 1.6 | 1.9 | 0.1 | -17.8 | -7.1 | -7.5 | -0.8 | 11.0
COc1cccc(NCc2nnc(SCC(=O)N(C)C3CCS(=O)(=O)C3)n2C2CCCCC2)c1 (configuration not stated) | 0.0 | -8.5 | -2.5 | -0.4 | -20.8 | -16.1 | 12.1 | -0.1 | -0.3
CCCN(Cc1nnc(-c2ccccc2Cl)o1)C(=O)c1cccc(S(=O)(=O)N2CCOCC2)c1 | -8.3 | 0.1 | -2.3 | 1.8 | -12.1 | -13.9 | 0.4 | 0.1 | 2.4

Part of the list above in order of molar mass, ascending:
SMILES | OXTR potentiator | TAAR1 antag | M1 ag | M1 ag parental | M1 PAM parental | CHO parental Ca | CHO-K1 Ca antag | V1aR counter | TAAR1 agonist
CCOC(=O)C1CCN(c2nc3ccccc3nc2C(C#N)C(=O)OCCOC)CC1 (configuration not stated) | -9.5 | 20.3 | -2.5 | 0.9 | 2.0 | -6.0 | 2.7 | 2.4 | 10.8
COC(=O)c1sc(SC)c(S(=O)(=O)C(C)C)c1N/N=C(\C#N)C(=O)c1ccccc1 | -5.4 | 0.5 | 1.2 | 4.9 | -1.2 | -23.2 | -1.5 | 1.1 | 7.3
COc1cccc(NCc2nnc(SCC(=O)N(C)C3CCS(=O)(=O)C3)n2C2CCCCC2)c1 (configuration not stated) | 0.0 | -8.5 | -2.5 | -0.4 | -20.8 | -16.1 | 12.1 | -0.1 | -0.3

From PubChem BioAssay
